# Bioassay records from PubChem.
# FEN1 inhibitor: qHTS Assay for the Inhibitors of Human Flap endonuclease 1 (FEN1) | Potency, µM (series often up to 114 µM), inactives show top-dose activity change, negative = inhibition, most hits filed as inhibitors | Recombinant FEN1 flap cleavage, fluorescence, 15 min | 0.35% of 390,000 active | P39748; also: nearly all actives have a fitted effect of over 65% in size
# Target sequence (P39748 whole entry, looked up): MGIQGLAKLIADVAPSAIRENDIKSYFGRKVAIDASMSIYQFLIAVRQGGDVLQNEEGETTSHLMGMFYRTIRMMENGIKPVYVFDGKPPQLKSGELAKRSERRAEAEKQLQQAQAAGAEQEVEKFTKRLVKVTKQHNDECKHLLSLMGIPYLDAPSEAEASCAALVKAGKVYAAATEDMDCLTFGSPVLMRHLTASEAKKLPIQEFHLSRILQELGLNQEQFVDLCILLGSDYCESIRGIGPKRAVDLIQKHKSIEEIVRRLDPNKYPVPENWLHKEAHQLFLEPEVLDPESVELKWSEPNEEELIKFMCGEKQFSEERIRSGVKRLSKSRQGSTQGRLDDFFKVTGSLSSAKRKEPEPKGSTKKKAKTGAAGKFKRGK
#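 Potency values derive from four-parameter Hill fits of normalized qHTS data. The reaction used 10 nM FEN1 preincubated 15 min at room temperature with compound, then 50 nM DNA substrate, read at 0 and 15 min.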
# N370S GC mod: qHTS Assay for Inhibitors and Activators of N370S glucocerebrosidase as a Potential Chaperone Treatment of Gaucher Disease. Lysosomal acid glucosylceramidase (Homo sapiens), P04062. N370S GC spleen homogenate, 4MU-glucoside fluorescence. Potency, µM (series often up to 59.4 µM), for inactives: at the top dose activity change, negative = inhibition, actives largely listed as inhibitors. 0.092% of 330,000 active. AID 2101, 2009;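 also: 0% = full enzyme activity and -100% = no enzyme basal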
# KAT2A inh: qHTS Assay for Inhibitors of GCN5L2; Potency, µM (highest dose often 58.9 µM), for inactives: top-dose activity change, negative = inhibition, hits mostly inhibitors; 0.21% of 390,000 active; GCN5L2 HAT assay, ThioGlo1 CoA-SH fluorescence; Histone acetyltransferase KAT2A (Homo sapiens), Q92830
#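 Titration-based screen in which CoA formation is detected via maleimide probe ThioGlo1 (50uM) turning fluorescent on thiol reaction; substrates H3(1-25) 75uM and acetyl-CoA 70uM, GCN5L2 20nM, 20 min incubation at room temperature.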
# The depositor's hits bear a star; ? = inconclusive; nt = not tested or not shown; & = joins results of further samples; [ ] = dose if it differs, or a comment. Calls follow the shape of the dose curve; as a rule, active = well fitted curve in the direction sought with a large enough effect; inconclusive = small, poorly fitted or top-dose-only effect, or another doubt; inactive = no such curve, though single readings can be large; an effect the other way counts as inactive or inconclusive. Unless noted, % is scaled to controls: 0 for no effect and ±100 for the full control effect; potency is read from the fitted curve at half-maximal effect. Random draw from the library; overall some 0.54% were active at least once.
compound	FEN1 inhibitor	N370S GC mod	KAT2A inh
Cc1cccc(C)c1NC(=O)CSc1nnc(C)c(=O)[nH]1	-17%	-2%	-2%
CCCn1c(N)c(N2CCCCC2)c(=O)n(CC(=O)Nc2ccc(C(C)=O)cc2)c1=O	-5%	nt	-3%
CCOc1ccccc1NC(=O)Nc1ccc(CC#N)cc1	-1%	11%	-7%
COc1ccc(C2(CNC(=O)c3ccccc3)CCCC2)cc1OC	1%	-13%	0%
O=C(Cn1cnc2c(nnn2-c2ccc(F)cc2)c1=O)N1CCCc2ccccc21	15%	-11%[2.35 µM]	-9%
CCOC(=O)N1CCN(C2CC(=O)N(c3ccc(Cl)c(Cl)c3)C2=O)CC1 (stereo not drawn)	14%	7%	1%
COc1cc(C(=O)Oc2ccccc2/C=N/NC(=O)c2ccc(Cl)cc2)cc(OC)c1OC	-1%	11%	-4%
CN(C)S(=O)(=O)c1ccc(N2CCCC2)c(C(=O)Nc2ccccc2OC(F)F)c1	-16%	6%	-9%
COc1cccc(-c2noc(C3CC(=O)N(c4ccc(F)cc4)C3)n2)c1OC (stereo not drawn)	-2%	nt	-7%
CCOC(=O)C1=CN(Cc2ccco2)S(=O)(=O)NC1CC (stereo not drawn)	12%	nt	-3%
CCOC(=O)c1[nH]c(C)c(C(=O)N2CCc3ccccc32)c1C	-5%	7%	?
Cc1nn(C(C)CC(=O)O)c(C)c1Br (stereo not drawn)	-8%	1%	0%
CN(C)S(=O)(=O)c1cc(NC(=O)COC(=O)Cc2ccc(Cl)cc2Cl)ccc1Cl	?	-4%	-3%
O=C(NC1CCN(Cc2ccc(Cl)c(Cl)c2)CC1)c1ccccc1	-5%	3%	-7%
COc1ccc(-c2nc(-c3ccc4c(c3)OCO4)[nH]c2-c2ccc(OC)cc2)cc1	-17%	-2%	-13%
CCc1ccc(S(=O)(=O)c2nnn3c2nc(NC2CCCCCC2)c2sccc23)cc1	5%	nt	2%
CC(NC(=O)c1cn(C)c2ccc(S(=O)(=O)N3CCCC3)cc2c1=O)c1ccccc1 (stereo not drawn)	-3%	-11%	-1%
O=c1oc(CCCO)cc2ccc(C#Cc3cccnc3)cc12	5%	nt	-5%
O=C(CSc1nnc2ccccn12)N1CCc2ccccc2C1	-4%	2%	-2%
COc1ccc(-n2nc3c(c2NC(C)=O)CS(=O)(=O)C3)cc1	-16%	4%	16%
O=C(c1ccccc1F)N(Cc1cccs1)C1CCS(=O)(=O)C1 (stereo not drawn)	0%	-2%	-15%
CC(=O)c1ccc(N2CCN(S(=O)(=O)c3ccc4c5c3CC(=O)N5CC(C)S4)CC2)cc1 (stereo not drawn)	?	-12%	-15%
Cc1ccc(COc2ccc(-c3cc(C(F)(F)F)n4nc(C)cc4n3)cc2)cc1	5%	nt	-10%
COc1ccc(CN2CCN(CCCc3ccccc3)C(CCO)C2)cc1OC (stereo not drawn)	1%	-1%	-8%
CCCCC(=O)OCCNC(=O)c1cc2ccccc2oc1=O	-1%	3%	-4%
CCCCN(C(=O)CSCc1c(C)noc1C)c1c(N)n(CCC)c(=O)[nH]c1=O	-6%	-2%	1%
CCOC(=O)c1cc(-c2ccccc2)n(CCC(=O)NCCc2ccccc2)c1C	0%	nt	-5%
COC(=O)C1=C(C)N(Cc2ccccc2)C(=NCc2cccc(Cl)c2)N[C@H]1c1ccccc1	1%	-1%&-24%	-1%&-16%&-1%
O=C(N/N=C/c1ccco1)c1cccc(N2CCCC2=O)c1	-7%	-3%	-4%
O=C(NC1CCN(Cc2ccccc2)CC1)c1cn(-c2ccccc2)nc1-c1cccnc1	-3%	-18%	-8%
CSc1ccc(CN2CCN(Cc3ccccc3)C(CCO)C2)cc1 (stereo not drawn)	12%	2%	-5%
COc1ccc(CN2C(=O)c3ccccc3C(/C=N\OCc3ccc(C)cc3)C2=O)cc1 (stereo not drawn)	3%	15%	-8%
Cc1cc(C(=O)N/N=C/c2ccc([N+](=O)[O-])cc2)c(C)o1	-2%	3%	2%
O=C(O)CCSc1nc(C(F)(F)F)cc(=O)n1-c1ccccc1	0%	-11%	-9%
O=C(NCC(=O)N(Cc1cccs1)C(C(=O)NC1CCCC1)c1ccco1)c1cccs1 (stereo not drawn)	-1%	7%	-6%
N#CCSCC(=O)Nc1ccc(F)cc1	-5%	-2%	-4%
COc1ccc(-n2nc(C(=O)NCC(=O)Nc3cccc(C)n3)c3ccccc3c2=O)cc1	-9%	-17%	-9%
COc1ccc(CNC(=O)CCC(=O)Nc2cccnc2)cc1	0%	-9%	-25%
Cn1c(N2CCN(C(c3ccccc3)c3ccccc3)CC2)nc2ccccc21	-11%	2%	?
Cc1onc(-c2ccccc2)c1C(=O)N[C@@H]1C(=O)N2[C@@H]1SC(C)(C)[C@@H]2C(=O)O	nt	11%	-2%
CN(CC(=O)NCc1ccccn1)S(=O)(=O)c1ccc(F)cc1	4%	-8%	18%
O=S(=O)(c1ccc(Cl)cc1)N1CCN(c2ccccn2)CC1	-6%	4%	0%
COc1ccc(-c2nc3ccccc3n3c(-c4ccccc4)c4c(=O)n(C)c(=O)n(C)c4c23)cc1OC	-19%	nt	-9%
Cn1cc(Br)c(C(=O)N/N=C/c2cc3c(cc2Cl)OCO3)n1	-5%	-2%	-31%
O=S(=O)(Nc1ccc(N2CCOCC2)cc1)c1cccs1	-1%	8%	-5%
CCOC(=O)c1c(NC(=O)COc2cccc(C(F)(F)F)c2)sc2c1CCCCC2	-12%	nt	-6%
Cc1csc(NC(=O)CNS(=O)(=O)c2cccs2)n1	4%	2%	28%
NC(=O)NCCc1ccccc1	-4%	3%	0%
S=C(NCc1ccncc1)Nc1ccc(Cl)cc1	-4%	-10%	2%
COc1ccc(-c2cc(C(=O)OCC(=O)N3CCCCC3)c3ccccc3n2)cc1OC	3%	nt	-20%
COCCN(C(=O)C1CC(=O)N(Cc2ccccc2)C1)c1nc(-c2ccc([N+](=O)[O-])cc2)cs1 (stereo not drawn)	-21%	nt	-4%
COCCN1C(=O)c2oc3ccccc3c(=O)c2C1c1ccc(C(=O)OC)cc1 (stereo not drawn)	-15%	-6%	-3%
N#Cc1ccsc1NC(=O)COC(=O)c1cc(Br)ccc1O	-3%	-7%	0%
CC1CCCN(C(=O)c2nn(C)c3c2CSc2ccccc2-3)C1 (stereo not drawn)	-11%	-2%	?
O=C(Nc1ccc(N2CCOCC2)cc1)C1CCN(S(=O)(=O)c2ccccc2F)CC1	18%	-6%	-5%
CCOc1ccc(C(=O)Oc2ccc(NC(C)=O)cc2)cc1	nt	3%	3%
C=CCc1ccccc1OCC(O)CN1CCN(c2ccc(OC)cc2)CC1 (stereo not drawn)	13%	-1%	-7%
CCC1CCCCN1C(=O)c1ccc2c(c1)C(=O)N(c1ccc(C)cc1)C2=O (stereo not drawn)	-2%	-1%	2%
C=CCc1cccc(/C=N/NC(=O)CNc2ccccc2)c1O	8%	2%	nt
Cc1ccc(/C=N/NC(=O)C[n+]2ccccc2)o1	7%	-2%	-2%

# Compounds listed so far that contain two or more sulfur atoms (six):
compound	FEN1 inhibitor	N370S GC mod	KAT2A inh
CCc1ccc(S(=O)(=O)c2nnn3c2nc(NC2CCCCCC2)c2sccc23)cc1	5%	nt	2%
O=C(c1ccccc1F)N(Cc1cccs1)C1CCS(=O)(=O)C1 (stereo not drawn)	0%	-2%	-15%
CC(=O)c1ccc(N2CCN(S(=O)(=O)c3ccc4c5c3CC(=O)N5CC(C)S4)CC2)cc1 (stereo not drawn)	?	-12%	-15%
O=C(NCC(=O)N(Cc1cccs1)C(C(=O)NC1CCCC1)c1ccco1)c1cccs1 (stereo not drawn)	-1%	7%	-6%
O=S(=O)(Nc1ccc(N2CCOCC2)cc1)c1cccs1	-1%	8%	-5%
Cc1csc(NC(=O)CNS(=O)(=O)c2cccs2)n1	4%	2%	28%

# Next part:
compound	FEN1 inhibitor	N370S GC mod	KAT2A inh
COc1ccc(S(=O)(=O)NCCCC(=O)Nc2ccc(Sc3ccc(N)cc3)cc2)cc1	nt	-10%	-3%
Cc1c(Nc2ncnc3c2cnn3-c2ccccc2)c(=O)n(-c2ccccc2)n1C	5%	-3%	-4%
CC(C)(C)CC(C)(C)NC(=S)N1CCN(Cc2ccc3c(c2)OCO3)CC1	-10%	-5%	-3%
CCc1c(C)nc2ncnn2c1N1CCC(C(=O)N2CCN(c3ccccc3)CC2)CC1	nt	6%	-2%
O=C(CNc1ccccc1)Nc1cccc2ccccc12	1%	0%	-17%
N#CC(C#N)=C/C=C(\Nc1ccc(Cl)cc1)c1ccc(Cl)cc1	0%	3%	0%
Cc1cccc(CS(=O)(=O)c2ncc(Cl)c(C(=O)Nc3c(C)cccc3C)n2)c1	-1%	-4%	-12%
COc1ccccc1NC(=O)COc1ccc(C(=O)OCC(=O)N2CCCC2=O)cc1OC	3%	9%	0%
CSc1nc(NCc2ccco2)c2sc3nc(C(C)C)c4c(c3c2n1)CC(C)(C)OC4	-6%	-22%	?
O=C(Nc1ccccc1Cl)N1CCC2(CC1)Oc1ccccc1C(=O)N2Cc1ccc(F)cc1	-3%	nt	-6%
O=C(CCS(=O)(=O)c1ccc2c(c1)NC(=O)CO2)NCc1ccccc1	0%	-6%	-5%
CCC(C)NCCCCOc1ccc(Br)cc1 (stereo not drawn)	1%	-10%	0%
O=C(COc1ccc(C2SCCS2)cc1)Nc1ccc(Cl)cc1	2%	1%	0%
CCOc1ccc(C2c3[nH]c4ccccc4c3CCN2C(=O)CCC2CCCC2)cc1 (stereo not drawn)	5%	nt	-8%
CCOc1ccc(S(=O)(=O)n2nc(C)cc2C)c2ccccc12	12%	7%	-3%
CCn1ccnc1CN1CCc2c([nH]c3ccccc23)C1C(C)(C)C (stereo not drawn)	-17%	-3%	3%
Cc1cccn2c(=O)c(/C=C(\C#N)C(=O)NC3CCS(=O)(=O)C3)c(Oc3ccccc3Cl)nc12 (stereo not drawn)	-1%	?	-18%
O=C(Nc1nnc(S(=O)(=O)N2CCOCC2)s1)c1cccc(F)c1	-4%&-1%	-11%	0%&-7%
Cc1ccc(C2(CCNS(=O)(=O)c3ccc(C)cc3)CCOC(C(C)C)C2)cc1 (stereo not drawn)	-20%	nt	-18%
COc1ccc(CCNC(=O)C2CCCN2C(=O)NC2CCCCC2)cc1OC (stereo not drawn)	2%	4%	2%
NS(=O)(=O)c1cccc(NC(=O)COC(=O)/C(=C/c2cccs2)c2cccs2)c1	-2%	-20%	-5%
COC(=O)c1ccc(S(=O)(=O)N2CCC(c3nc4ccccc4o3)CC2)cc1	-7%	5%	-9%
COc1ccccc1S(=O)(=O)Cc1ccc(C(=O)NC2CCCCCC2)o1	-4%	9%	-2%
CCCc1nc2oc3c(NCc4ccccn4)ncnc3c2c2c1COC(C)(C)C2	-2%	8%	2%
CC(=O)Nc1ccc(S(=O)(=O)N2CCC(c3nc4ccccc4[nH]3)CC2)cc1	0%	2%	2%
CC12CN(C(=O)c3ccc([N+](=O)[O-])cc3)CC(C)(CN(C(=O)c3ccc([N+](=O)[O-])cc3)C1)C2=O	-12%	11%	-13%
CC1CN(c2nc3ccccc3nc2SCC(=O)Nc2ccc(F)cc2)CC(C)O1 (stereo not drawn)	5%	10%	-26%
CC(C)Oc1ccc(S(=O)(=O)N2CCCCC2)cc1NC(=O)CN1CCCC1c1cccs1 (stereo not drawn)	12%	nt	-11%
Cc1cc(C)cc(N2CCn3c2nc2c3c(=O)n(C/C=C/c3ccccc3)c(=O)n2C)c1	11%	nt	-8%
COc1ccccc1N=C(C)C1=C(O)COC1=O	-10%	15%	-4%
COc1cccc2c1cc1c(=O)n(CC(=O)NCc3ccccn3)nc(C)n12	-4%	-18%	3%
O=C(Nc1ccnn1C1CCN(Cc2cccc(OCCO)c2)CC1)C1CCOC1 (stereo not drawn)	-2%	2%	-16%
CCOc1ccc(CCNC(=O)c2ccc3ccccc3n2)cc1OCC	-23%	-11%	-8%
CCCCC(CC)CNC(=O)CC1Nc2c3ccccc3nc(=S)n2C1=O (stereo not drawn)	11%	-8%	-12%
COc1ccc(S(=O)(=O)N2CCC(C(=O)Nc3ccc(Oc4ccccc4)cc3)CC2)cc1	6%	nt	-10%
O=[N+]([O-])c1ccc(F)cc1OCc1nc(-c2cccs2)no1	-8%	27%	-8%

# Entries of single compounds as entered above. Screens in order: FEN1 inhibitor, N370S GC mod, KAT2A inh
# `COc1ccc(S(=O)(=O)N2CCC(C(=O)Nc3ccc(Oc4ccccc4)cc3)CC2)cc1` is listed as 6%, nt, -10%
# `CC(=O)Nc1ccc(S(=O)(=O)N2CCC(c3nc4ccccc4[nH]3)CC2)cc1` is listed as 0%, 2%, 2%
